F508del corr – F508del CFTR correction, initial screen, CFBE line, single point; activity (quench increase), % at 7.58 µM; CFBE cells, YFP halide quenching; stimulated with forskolin plus potentiator P3; % fluorescence drop versus neutral controls; 0.36% of 350,000 active;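 active = mean added fluorescence quench of at least 8% versus neutral control, with both replicates also reaching 8%; inconclusive = only one of the mean or replicate conditions met; inactive = mean below 8% and not both replicates reaching 8%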;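 also: cells transiently co-express mutant CFTR-F508del with the halide-sensitive YFP; corrector assay measuring rescue of mutant channel to the surface after 24 h compound exposure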
RAD54 branch – inhibitors of human RAD54 branch migration, primary screen, biochemical, fluorescence, single point. DNA repair and recombination protein RAD54-like (Homo sapiens), Q92698. RAD54 Holliday junction branch migration, FAM/BHQ fluorescence. inhibition, % at 10.4 µM. 0.14% of 360,000 active. AID 602329, 2012;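 active = mean normalized replicate activity at least 40 and at least half of replicates scoring 40 or more; inconclusive = only one of the two criteria met; inactive = mean below 40 and under half of replicates reaching 40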;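 also: 0% = median of neutral control wells and 100% = median of positive control wells; inhibitors cause a drop in the FAM fluorescence signal; in these data hits start at about 50%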
INS-1E GSIS act – GLuc luminescence reporter in INS-1E cells, primary screen for activators of glucose-dependent secretion of insulin; activation, % at 16.6 µM; 0.61% of 370,000 active; INS-1E GLuc reporter insulin secretion, 2-3 h; AID 743287, 2014;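 active = lowest replicate activation of at least 40%, so every replicate reaches that level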;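 also: 0% = median of neutral control wells and 100% = median of IBMX positive control wells; some compounds called inactive have numbers as strong as hits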
Xi reactivation – activators of inactive X chromosome reactivation, primary screen, imaging, XiGFP fibroblasts, GFP high-content imaging, set 2; 0.055% of 360,000 active; XiGFP mouse fibroblasts, % GFP-positive cells imaging, 3 d; cells co-treated with 5-aza-dC sensitizer; scaled so ellipticine positive control = 100%; activation, % at 7.58 µM;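 active = mean normalized replicate activation at least 10% and every replicate at or above 10%; inconclusive = only one of the two criteria met; inactive = mean below 10% and not all replicates reach 10%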;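 also: 0% = median of on-plate neutral control wells and 100% = ellipticine 6 µM median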
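Material: XiGFP fibroblasts, SV40-immortalized. Buffer or medium: DMEM plus 5-aza-dC sensitizer. Compound: single concentration per compound, delivered by pin transfer. Times: 3 days compound exposure. Controls: ellipticine 6 µM.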
E-selectin induc – E-selectin induction in HUVECs, primary screen, imaging, HUVEC, immunofluorescence imaging, single point; P16581; normalized: neutral wells 0, TNF-alpha wells 100; activation, % at 7.58 µM; 0.37% of 260,000 active;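 active = mean E-selectin-positive cell signal at least 10% of the positive control, reached in at least 60% of replicates, without over 20% cell loss; inconclusive = no rule given, readout overlaps actives, possibly toxicity-flagged; inactive = the rest, including those meeting only one limit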;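 also: in these data hits start at about 27%; measured in HUVEC primary endothelial cells; signal is the percent of cells scored E-selectin positive by PE staining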
Target sequence (P16581 whole entry, looked up): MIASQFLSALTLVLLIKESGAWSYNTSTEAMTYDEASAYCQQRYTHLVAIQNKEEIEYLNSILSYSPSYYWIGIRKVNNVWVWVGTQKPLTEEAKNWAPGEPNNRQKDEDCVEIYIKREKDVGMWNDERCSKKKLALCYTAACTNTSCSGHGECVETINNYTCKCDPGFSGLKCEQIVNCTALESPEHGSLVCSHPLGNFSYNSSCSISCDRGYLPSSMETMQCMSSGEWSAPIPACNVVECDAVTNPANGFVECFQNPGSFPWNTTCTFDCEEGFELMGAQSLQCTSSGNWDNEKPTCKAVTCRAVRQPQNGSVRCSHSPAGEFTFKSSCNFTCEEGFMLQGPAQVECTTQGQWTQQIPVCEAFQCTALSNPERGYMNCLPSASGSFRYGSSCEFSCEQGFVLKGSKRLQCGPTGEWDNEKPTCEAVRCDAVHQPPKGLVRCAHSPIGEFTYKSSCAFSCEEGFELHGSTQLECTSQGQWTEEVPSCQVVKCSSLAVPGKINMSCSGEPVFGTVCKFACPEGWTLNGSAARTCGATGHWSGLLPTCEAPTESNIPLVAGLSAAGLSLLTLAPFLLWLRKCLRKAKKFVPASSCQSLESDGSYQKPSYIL
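Test system – human umbilical vein endothelial cells (HUVEC), E-selectin induction · Input – 3,000 HUVEC seeded per well · Buffer or medium – EGM-2, gelatin · Compound dosing – single-point compound dose · Detection – immunofluorescence imaging · Measure – percent E-selectin-positive cells · Controls – TNF-alpha high, DMSO low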
CASP6 VEID inh – human caspase-6 inhibitors, primary screen, biochemical, VEID-R110 fluorescence, single point, set 2; P55212; purified caspase-6, Z-VEID-R110 cleavage fluorescence; 0.53% of 350,000 active; AID 686996, 2013; inhibition, % at 12.5 µM;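 active = mean inhibition across replicates at least about 35%, with every replicate also reaching that limit, limit read from the data; inconclusive = only one of the two criteria met; inactive = neither criterion met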;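 also: 0% = median of neutral control wells and 100% = no fluorescence left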
RAD52 inh – RAD52 DNA annealing inhibitors, primary screen, biochemical, FRET, single point, set 2; DNA repair protein RAD52 homolog (Homo sapiens), P43351; recombinant RAD52 DNA annealing, FRET fluorescence; inhibition, % at 18.7 µM; 0.46% of 360,000 active; AID 651710, 2012;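 active = every replicate showing at least 50% inhibition; inconclusive = mean inhibition at least 50% but not in every replicate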
Target sequence (P43351 whole entry, looked up): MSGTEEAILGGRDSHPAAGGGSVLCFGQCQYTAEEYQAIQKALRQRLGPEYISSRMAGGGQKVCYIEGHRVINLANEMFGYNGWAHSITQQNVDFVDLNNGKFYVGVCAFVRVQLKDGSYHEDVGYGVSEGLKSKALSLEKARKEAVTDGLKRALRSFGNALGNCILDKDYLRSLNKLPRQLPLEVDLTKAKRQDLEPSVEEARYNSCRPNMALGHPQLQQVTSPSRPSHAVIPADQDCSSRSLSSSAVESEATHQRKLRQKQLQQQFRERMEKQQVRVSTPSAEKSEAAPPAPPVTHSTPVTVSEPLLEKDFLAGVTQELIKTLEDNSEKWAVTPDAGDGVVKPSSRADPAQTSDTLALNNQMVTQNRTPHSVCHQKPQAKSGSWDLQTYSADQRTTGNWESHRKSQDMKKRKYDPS
DENV2 CPE – inhibitors of DENV2 cytopathic effect, primary screen, cell-based, plate reader, single concentration; AID 651640, 2012; 1.7% of 350,000 active; DENV2-infected cells, cytopathic effect rescue; CPE inhibition, % at 9.99 µM; in the data active = CPE inhibition above about 20%, passing the limit was not always enough; inconclusive = no clear call, values can overlap the other calls; tested in BHK-21 cells;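 also: 0% = median of neutral control wells and 100% = median of positive control wells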
* marks the source's active call; other numbers are inactive results; ? = inconclusive; · = not tested or not shown.

compound	F508del corr	RAD54 branch	INS-1E GSIS act	Xi reactivation	E-selectin induc	CASP6 VEID inh	RAD52 inh	DENV2 CPE
CC(=O)C[C@@H](O)CC(=O)[C@H]1OC(=O)[C@@H](C)C/C=C\Cc2ccccc21	0.6	-9	3	0.2	2.1	4	-18	0
OC[C@@H]1CN(CCN2CCOCC2)C[C@H](n2cnc3c(N4CCOCC4)ncnc32)O1	2.5	-3	9	0.2	-0.1	4	-1	1
COc1cc(NC(=O)C2=CC(c3ccc(C)cc3)=NS(=O)(=O)N2C)cc(OC)c1OC	0.6	-7	-22	0.2	0.0	6	-19	-4
CCCCN(CCCC)Cc1cc(=O)oc2ccccc12	4.9	-3	·	0.1	-0.2	3	-6	15
CCOc1ccc(NC(=S)NCC(c2cccnc2)N2CCOCC2)cc1 (configuration not stated)	2.2	-3	8	0.3	0.0	·	-15	8
CCc1ccc(CN2CCC(Oc3cc(C(=O)NC4CC4)ccc3OC)CC2)cc1	-7.1	-4	5	0.0	-0.2	-1	2	2
COc1ccc(-c2[nH][nH]c(=O)c2NC(=O)c2ccccn2)cc1	0.7	5	2	0.0	-1.5	3	-17	-5
O=c1c(CO)cc(CO)cc(CO)c1O	0.8	·	3	-0.2	·	71*	41	8
COc1cc(SC)ccc1C(=O)Nc1nccs1	3.0	9	14	0.1	·	1	-12	0
Cc1cc(O)c(C(=O)/C=C/c2ccc(C(C)C)cc2)c(=O)o1	0.8	6	·	0.1	0.1	1	-15	-1
CNC(=O)C[C@@H]1CC[C@@H]2[C@H](COC[C@@H](O)CN2Cc2ccc(C(F)(F)F)cc2)O1	-2.5	4	-2	0.0	0.0	2	-15	-2
OCCC1CN(Cc2cccc3c2OCO3)CCN1C1CCCC1 (configuration not stated)	·	·	-7	0.1	·	2	-13	?
CC/C(=N\NC(=O)C1CCCC1)c1cccc(Br)c1	-2.2	7	7	0.3	·	1	-9	0
Cc1ccc(S(=O)(=O)N2CCCCCC2)cc1C(=O)NCc1ccccn1	-1.3	0	18	0.1	0.0	-3	-14	-4
O=c1[nH]cnc(O)c1Nc1cccc(Cl)c1	1.6	-1	·	0.3	-0.1	-3	5	-4
O=C(Cc1csc(NC(=O)Nc2ccc(Cl)cc2)n1)NC1CCCC1	1.4	5	-38	0.0	·	-2	-5	-4
Cc1noc(C)c1NC(=O)Nc1cccc2c1O[C@H](CN(C)Cc1ccc(C(F)(F)F)cc1)[C@@H](C)CN([C@H](C)CO)C2=O	-1.5	-3	-15	2.4	-2.4	-2	-9	1
Cc1ccc2c(COC(=O)C3CSC4(C)CCC(=O)N34)cc(=O)oc2c1C (configuration not stated)	-1.0	5	7	1.0	0.2	4	5	0
O=C1N/C(=N\c2ccccn2)SC1Cc1ccccc1Cl (configuration not stated)	1.1	·	·	0.2	-0.2	-2	-13	?
O=C(NN=C1CCN(Cc2ccccc2)CC1)c1ccccc1O	1.6	·	·	-0.1	0.1	3	-16	1
C[C@@H]1CCCCO[C@@H](CN(C)C(=O)Cc2ccccc2)[C@H](C)CN([C@H](C)CO)C(=O)c2cc(NS(=O)(=O)c3cn(C)cn3)ccc2O1	-0.4	-10	4	0.2	1.3	-2	3	-2
Cc1ccccc1-n1c(SCC(=O)NC2CCS(=O)(=O)C2)nc2ccccc2c1=O (configuration not stated)	-3.2	7	2	-0.1	0.2	0	2	4
Cc1ccc(C(=O)NCC(=O)OC2CCCCC2=O)cc1C (configuration not stated)	-0.1	·	-8	0.2	-0.2	0	-8	0
COc1ccc(Cl)cc1NC(=O)c1ocnc1C	2.9	-8	0	·	·	1	-12	-3
COC(=O)c1ccc2[nH]ccc2c1	1.7	4	·	-0.1	-0.2	-2	-4	0
CCc1ccccc1NC(=O)CSc1nc2ccccc2nc1N1CCOCC1	3.0	-9	·	0.2	0.9	-2	0	9
O=C(CSCc1c(F)cccc1Cl)Nc1ccccc1C(=O)N1CCOCC1	0.6	6	-5	0.5	-0.1	0	-1	-9
COc1ccc(S(=O)(=O)Nc2ccc3c(c2)C(=O)N([C@@H](C)CO)C[C@@H](C)[C@@H](CN(C)CC2CCCCC2)OCCCC[C@H](C)O3)cc1	4.8	9	6	1.1	0.0	·	·	2
CN(Cc1cccnc1)C(=O)c1cc(COc2ccc3c(c2)CCCC3)on1	-3.5	-28	-45	0.0	-0.4	5	-7	1
Cc1ccc(CN(C)C(=O)c2ccc(S(=O)(=O)N(C)c3ccccc3)cc2)o1	1.3	3	-21	0.4	·	2	-11	11
O=C(CCCN1C(=O)[C@H]2CC=CC[C@H]2C1=O)NCc1nc(-c2ccccc2)no1	-0.8	-9	·	0.5	·	-1	-30	6
CCOC(=O)C1=CCCN(S(=O)(=O)c2ccc(C)cc2)C1	0.7	1	5	0.0	-0.2	0	-17	0
Cc1cccc(C(=O)NN/C=C/C(=O)c2ccccc2)c1	7.4	-7	-7	0.0	0.1	-1	-2	-5
CC(C)C(=O)Nc1ccc2c(c1)C(=O)N(C)[C@@H]1CC[C@@H](CC(=O)O)O[C@@H]1CO2	-0.8	12	1	0.1	0.0	1	-3	14
O=C(C[C@H]1C[C@@H]2c3cc(NC(=O)CC4CC4)ccc3O[C@@H]2[C@H](CO)O1)NCc1cc(F)ccc1F	-2.9	2	2	0.1	-0.2	-2	-5	16
O=C(Nc1ccc2c(c1)OCCO2)C(=S)NCc1ccccc1	0.4	·	11	-0.1	2.5	-1	-24	·
Cc1cccc(NC(=O)c2ccc(S(=O)(=O)N3CCCC3)cc2)c1C	-3.5	14	-1	0.1	-0.5	7	0	7
CCNC(=O)CC1C(=O)N(c2ccc(F)cc2)C(=O)N1Cc1cccs1 (configuration not stated)	-1.3	6	21	-0.1	2.2	-2	-10	0
CC(=O)c1ccc(-c2ccc(C(=O)N3CCN(c4ccc(F)cc4)CC3)o2)cc1	2.5	0	14	0.0	0.8	2	-33	0
COc1cccc(CNC(=O)C[C@@H]2CC[C@@H]3[C@H](COc4ccc(NC(=O)c5cccs5)cc4C(=O)N3C)O2)c1	4.4	-11	-7	0.0	-0.3	-1	2	0
CC1CC(C)CN(CCCNC(=O)c2ccc3nc(N4CCOCC4)sc3c2)C1 (configuration not stated)	-0.3	-1	-3	0.3	0.6	-50	-39	-6
CS(=O)(=O)N1CCc2cc(C(=O)Nc3ccccc3)ccc21	-3.9	6	4	0.1	·	-1	-1	-4
O=C(O)/C=C/C(=O)NC1CC1	-0.4	·	3	-0.1	·	-3	-1	2
C[C@H]1CN([C@@H](C)CO)C(=O)CCCn2cc(nn2)CO[C@H]1CN(C)Cc1ccc(Cl)c(Cl)c1	1.6	5	-6	-0.3	0.2	-3	-4	8
O=C(Nc1ccccc1F)N1CC(=O)N2[C@@H](CO)[C@@H](c3ccc(C#Cc4ccccc4)cc3)[C@@H]2C1	-0.5	·	-3	0.1	0.0	0	10	-5
O=C(c1cc(Cl)ccc1[N+](=O)[O-])n1cnc2ccccc21	·	-5	-5	0.0	0.4	-4	10	·
Cc1cc(C(=O)Nc2ccc3c(c2)C(=O)N(C)[C@H]2CC[C@H](CC(=O)N[C@H](C)c4ccccc4)O[C@H]2CO3)no1	2.4	2	-7	0.2	0.1	-2	-34	1
C#CCSc1ncc(S(=O)(=O)c2ccccc2)c(=O)[nH]1	1.4	·	-4	0.0	·	5	-7	·
CN(C)c1ccc(-c2ccnc3c2CC(C)(C(=O)NCc2ccccc2)O3)cc1 (configuration not stated)	-1.3	-12	-23	-0.3	1.3	-1	-200	4
O=C(O)CC(CNS(=O)(=O)c1ccccc1)c1ccccc1 (configuration not stated)	-3.2	-1	4	0.0	-0.2	-1	-7	16
C[C@H]1CN([C@@H](C)CO)C(=O)c2cc(NC(=O)Nc3ccc(F)cc3)ccc2O[C@@H]1CN(C)C(=O)Nc1ccc(C(F)(F)F)cc1	-0.2	·	3	-0.7	-0.2	·	·	·
NC(=O)NC(CC(=O)NNC(=O)c1cccs1)c1ccc(Cl)cc1 (configuration not stated)	-0.2	7	14	0.1	0.2	3	-9	1
O=C(c1cc(C2CC2)on1)N1CCOCC1	-1.4	7	1	-0.1	-2.2	3	5	0
O=c1c(Cc2ccc(F)cc2)c(O)ccn1CCCN1CCOCC1	-2.0	·	-9	-0.5	3.1	1	1	3
O=C(Nc1cccc(F)c1)N1CCCCN2[C@H](CO)[C@@H](c3ccc(C#CC4CC4)cc3)[C@H]2C1	3.4	-6	-10	0.2	-0.4	-2	-16	-3
C=CCNC(=O)O/N=C/c1csc([N+](=O)[O-])c1	-3.2	-5	-5	0.0	-0.1	2	-5	-7
CCCC(=O)N1CC2(CN(Cc3cccnc3)C2)c2c([nH]c3cc(OC)ccc23)[C@H]1CO	1.3	·	4	-0.1	11	-2	14	-9
CC(=O)Nc1cccc(NC(=O)c2ccc3[nH]c(C)c(C)c3c2)c1	-3.2	0	11	-0.1	0.2	0	-23	?
O=C(Cc1ccc(S(=O)(=O)N2CCOCC2)s1)Nc1cc(Cl)ccc1Cl	-2.1	-4	2	-0.4	·	-1	-65	-3
Cc1ccc(O)c(C(=O)C=Cc2ccccc2)c1	1.6	·	-15	0.0	0.0	0	-1	7

Later entries:
compound	F508del corr	RAD54 branch	INS-1E GSIS act	Xi reactivation	E-selectin induc	CASP6 VEID inh	RAD52 inh	DENV2 CPE
CC(C)NC(=O)N(C)C[C@@H]1Oc2ccc(N(C)C)cc2C(=O)N([C@@H](C)CO)C[C@@H]1C	-1.0	-3	3	-0.7	-0.4	0	1	-4
O=S(=O)(c1ccc(Cl)nc1)N1CCCC1	5.8	-6	23	0.0	-0.5	-2	-13	-9
C=CCC(=O)NC1CCCc2c1cnn2-c1cc(F)cc(F)c1 (configuration not stated)	-0.5	-6	-6	0.0	0.3	2	-15	-1
Cc1cn([C@H]2C[C@H](O)[C@@H](/C=C/C(=O)NCc3ccco3)O2)c(=O)[nH]c1=O	-0.5	2	-5	-0.1	-0.1	6	0	-1
C[C@H]1CN([C@@H](C)CO)C(=O)c2cccc(NC(=O)Nc3ccc4c(c3)OCO4)c2O[C@@H]1CN(C)S(C)(=O)=O	-1.4	0	1	0.2	-0.1	1	4	7
COC(=O)c1ccc(C2C(C(=O)c3ccco3)=C(O)C(=O)N2c2cc(C)on2)cc1 (configuration not stated)	-2.9	-1	-6	0.1	·	10	-8	4
COc1cc2ccccc2nn1	-0.8	·	·	0.1	0.1	-1	4	2
OCCC1CN(Cc2cccn2-c2ncccn2)CCN1Cc1ccccc1 (configuration not stated)	-1.8	0	-3	0.1	-2.2	-4	-18	·

No enrichment for hits. Share with any hit: about 3.7%.
